# SUMO HTRF inh: blocks human SUMOylation mediated by UBC9 | inhibition, % at 35 µM | AID 2006 | HTRF SUMOylation assay, SAE1/SAE2 + UBC9, in vitro | actives 0.36% (n = 290,000) | P63279; in the data active = inhibition above about 50%, passing the limit was not always enough; note: strong numbers were not always called active
# MEKK3 PB1 HTS: MEKK3-MEK5 PB1 interaction, increase or decrease; binding response (% of control), % at 10 µM; AID 1529; actives 1.4% (n = 290,000); bead-based flow cytometry, Alexa488-MEK5 binding to MEKK3; actives lie on both sides; 0 = blocked by unlabeled MEK5, 100 = vehicle; Q99759;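 active = binding response more than 3 SD above or below the average of its plate-row segment, actives on both sides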;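 note: Alexa488 bead fluorescence after subtracting the streptavidin-only scavenger bead signal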
# IDE cell activ: IDE (human) activation, cell-based; P14735; HEK cells, FAbeta-B cleavage, fluorescence polarization; 0% vehicle, 100% cell-free pure enzyme wells; activation, % at 5.96 µM; actives 0.073% (n = 340,000); AID 493087;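 active = activation above the mean of all tested compounds plus 3 SD, set per screening campaign, cut at about 17% in these data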
# Target sequence (P14735 whole entry, looked up): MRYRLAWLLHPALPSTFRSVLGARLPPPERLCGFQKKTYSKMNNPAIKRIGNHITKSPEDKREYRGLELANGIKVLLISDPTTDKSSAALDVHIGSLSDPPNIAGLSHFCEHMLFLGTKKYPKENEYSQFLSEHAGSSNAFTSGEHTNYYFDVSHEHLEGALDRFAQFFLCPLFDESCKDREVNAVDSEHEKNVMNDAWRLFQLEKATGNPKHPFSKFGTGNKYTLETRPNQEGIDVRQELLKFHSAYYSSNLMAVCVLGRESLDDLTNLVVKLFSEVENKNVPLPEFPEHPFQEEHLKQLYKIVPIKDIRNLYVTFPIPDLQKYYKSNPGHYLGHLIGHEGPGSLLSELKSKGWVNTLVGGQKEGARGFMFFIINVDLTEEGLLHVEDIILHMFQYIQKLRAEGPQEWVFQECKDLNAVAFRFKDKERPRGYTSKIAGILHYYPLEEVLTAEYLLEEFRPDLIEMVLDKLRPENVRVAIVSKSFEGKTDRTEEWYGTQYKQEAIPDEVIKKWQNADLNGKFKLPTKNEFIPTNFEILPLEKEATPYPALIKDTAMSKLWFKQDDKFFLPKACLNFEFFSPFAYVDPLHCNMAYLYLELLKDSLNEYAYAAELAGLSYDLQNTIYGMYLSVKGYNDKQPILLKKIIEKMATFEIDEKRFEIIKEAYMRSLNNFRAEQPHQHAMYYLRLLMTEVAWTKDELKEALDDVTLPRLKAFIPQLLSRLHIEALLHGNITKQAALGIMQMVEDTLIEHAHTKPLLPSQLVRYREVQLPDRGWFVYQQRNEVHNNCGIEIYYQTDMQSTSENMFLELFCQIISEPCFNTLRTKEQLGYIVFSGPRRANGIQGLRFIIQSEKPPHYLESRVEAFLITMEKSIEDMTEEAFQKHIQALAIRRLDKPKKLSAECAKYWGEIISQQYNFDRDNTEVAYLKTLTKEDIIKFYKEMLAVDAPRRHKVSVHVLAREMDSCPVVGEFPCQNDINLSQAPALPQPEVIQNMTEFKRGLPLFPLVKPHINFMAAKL
# FID counter: counter-screen for HCV NS3 helicase inhibitors: DNA intercalator displacement | inhibition, % at 7.9 µM | DNA fluorescent intercalator displacement, fluorescence | actives 0.17% (n = 290,000); in the data active = inhibition above about 37%;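 note: 0% = vehicle and 100% = reference compound; higher means more ethidium bromide displaced from hairpin DNA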
# NS3 helicase inh: HCV NS3 helicase inhibition; NS3 helicase DNA unwinding, Cy5 molecular beacon fluorescence; inhibition, % at 10.9 µM; actives 0.56% (n = 290,000); AID 1800;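 active = inhibition above the mean of all tested compounds plus 3 SD, set per campaign, cut at about 35% in these data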;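 note: 0% = DMSO wells and 100% = thioflavine S control wells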
#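 Test system: hepatitis C virus NS3 helicase domain fragment enzyme. Also added: annealed dual-labelled DNA beacon duplex, ATP-started. Timing: 60 min unwinding reaction at 25 °C after ATP addition. Technique: Cy5 fluorescence. Measure: % inhibition of unwinding.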
# VIM-2 inhibitor: inhibitors of Pseudomonas aeruginosa VIM-2 metallo-beta-lactamase; actives 0.89% (n = 290,000); AID 1527; purified VIM-2, nitrocefin hydrolysis, epi-absorbance fluorescence; inhibition, % at 5.6 µM;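 active = inhibition above the mean of all tested compounds plus 3 SD, cutoff set per screening run, cut at about 7.5% in these data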;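 note: red hydrolysis product quenches plate fluorescence so inhibitors raise well fluorescence; 0% = enzyme with DMSO and 100% = DMSO without enzyme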
# PHOSPHO1 inh: inhibitors of human PHOSPHO1 phosphatase | actives 1.1% (n = 290,000) | inhibition, % at 13.3 µM | recombinant PHOSPHO1, absorbance phosphatase assay; in the data active = inhibition above about 60%
# p-CIP stab down: compounds decreasing mouse p/CIP protein stability | decrease of EGFP signal, % at 10 µM | Q05BA5 | F442A p/CIP-EGFP cells, EGFP fluorescence, 16 h | AID 1984 | actives 0.01% (n = 290,000);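 active = EGFP signal decrease of at least 30% at 10 µM or well 3 SD below plate mean, unless failing retest; inactive = the rest, including hits failing retest or dose response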; note: some compounds called inactive have numbers as strong as hits; many of its hits are not listed in these tables
# IMP-1 inhibitor: blocks Pseudomonas aeruginosa IMP-1 metallo-beta-lactamase; purified IMP-1, nitrocefin hydrolysis, epi-absorbance fluorescence; inhibition, % at 5.6 µM; actives 0.45% (n = 290,000);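 active = inhibition above the mean plus 3 SD of all compounds in the same screening run, cut at about 4.5% in these data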;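 note: 0% = IMP-1 with DMSO and 100% = DMSO wells lacking enzyme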
#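 assay system = purified recombinant IMP-1 metallo-beta-lactamase enzyme | schedule = 15 min preincubation plus 25 min reaction at 25 °C | signal = Epi-absorbance fluorescence, 480 nm excitation, 530 nm emission | read-out basis = percent inhibition from optical density relative to buffer-blank wells | controls = IMP-1 with DMSO as 0%, enzyme-free DMSO as 100%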
# The depositor's hits bear a star; / = not tested or not shown; [ ] = dose if it differs, or a comment. A portion of the library. The share of hits here may be higher or lower than overall.
Molecule	SUMO HTRF inh	MEKK3 PB1 HTS	IDE cell activ	FID counter	NS3 helicase inh	VIM-2 inhibitor	PHOSPHO1 inh	p-CIP stab down	IMP-1 inhibitor
N#CCn1c(CCl)nc2ccccc2c1=O	15	106	6	0	-13	-2.1	19	10	-3.1
Cc1cn2c(-c3ccc(Cl)cc3)nnc2s1	2	105	1	-4	-6	-2.4	10	5	-1.7
CCOc1cc(NC(=S)Nc2cccc(OC)c2)c(OCC)cc1NC(=O)C1CC1	11	102	1	-4	-13	1.1	32	-10	-0.4
CCOc1ccc(Nc2ncnc3c2cnn3C)cc1	2	103	-2	-4	11	-2.6	34	-5	-2.9
COc1ccccc1-c1cc(C(=O)N2CCN(c3ccccc3OC)CC2)no1	14	102	8	-9	-1	-2.4	10	-3	-0.8
CS(=O)(=O)N(Cc1ccccc1)c1ccc(C(=O)NCCSc2ccccn2)cc1	11	103	-6	-28	4	-2.0	0	-10	-3.9
Cc1ccc(NC(=O)c2nc[nH]c2C(=O)N2CCCCC2)c(C(=O)c2ccccc2)c1	-11	98	3	-31	-5	-1.5	-13	2	-1.6
COc1ccc(C2C(C(=O)N3CCOCC3)=C(C)NC3=C2C(=O)CC(C)(C)C3)c(OC)c1 (stereo not given)	12	98	2	-4	0	-4.4	45	2	-3.4
O=[N+]([O-])c1cccc(/C=N/Nc2cc(Cl)nc(-c3ccccc3)n2)c1	-8	110	0	3	-3	-0.4	26	-2	-2.1
O=C(Nc1cccc(NC(=O)c2cccc([N+](=O)[O-])c2)n1)c1cccc([N+](=O)[O-])c1	-6	101	1	10	0	1.0	46	-5	1.4
Cc1ccc(N(CC(=O)N2CCc3ccccc32)S(=O)(=O)c2cccs2)cc1	2	103	0	-6	-2	-0.7	-7	-2	-1.1
Cc1nn(CC(=O)NCC(C)c2ccccc2)c(=O)c2cc3occc3n12 (stereo not given)	-13	104	5	-12	1	-2.4	38	-3	-2.0
CS(=O)(=O)Nc1ccc(C(=O)Nc2ccc(S(=O)(=O)N3CCCC3)cc2)cc1	9	102	0	-6	6	-3.0	-8	1	-0.8
O=C1/C(=C\c2ccco2)NC(=S)N1c1ccccc1	2	97	-6	-13	29	-4.1	20	-26	-2.8
O=C(NNC(=O)C1CC=CCC1)c1ccccc1Cl (stereo not given)	2	101	4	-3	-9	-1.9	19	-7	-1.9
Cc1ccc2c(C)cc[n+](CCCS(=O)(=O)[O-])c2c1	-8	89	0	2	9	-5.2	-12	6	-3.0
COc1ccccc1NC(=O)CSC1=NC(=O)C(Cc2ccccc2)C(=O)N1 (stereo not given)	12	103	0	-8	0	-3.9	19	-9	-0.9
CC(=O)c1ccc(OCC(O)CN(C)CCOc2ccc(Br)cc2)cc1 (stereo not given)	2	103	-1	8	-18	-2.1	17	-3	0.6
Fc1ccc(COc2ccc(/C=N/n3cnnc3)cc2)cc1	9	99	0	-19	3	-0.7	-2	2	-0.2
O=C(Nc1nnc(-c2ccco2)s1)C1CC1	3	99	0	0	-5	-1.5	8	-3	-2.2
O=C(CN1CCN(Cc2ccccc2)CC1)N/N=C/c1cccs1	-7	101	3	2	3	-3.7	3	-18	-2.6
Cc1cc([N+](=O)[O-])nn1CCCC(=O)NC1CCCCC1	1	97	4	1	6	-2.3	16	6	-3.3
O=c1c2ccccc2cnn1Cc1ccc(Cl)c(Cl)c1	2	103	2	-16	-13	-3.8	36	1	-1.5
CSc1nc(C)c(CCOCc2ccccc2)c(=O)[nH]1	-8	114	-1	-8	2	-1.9	7	-8	-1.7
FC(F)(F)c1ccc(-c2nnc(-c3ccccn3)c(-c3ccccn3)n2)nc1	28	61*[inhibitor]	0	-15	3	-0.8	-8	-3	-1.8
CC12CCC(=O)C=C1CCC1C2C(=O)CC2(C)C1CCC2(O)C(=O)CO (stereo not given)	0	103	3	-10	-1	-1.1	19	-4	-1.0
O=S(=O)(NCCn1cccc1)c1ccc2ccccc2c1	5	110	-1	-16	-4	0.8	42	-13	-0.5
CC(=O)N1CCN(S(=O)(=O)c2cccc(C(=O)Nc3ccc(C)cn3)c2)CC1	-4	98	4	-7	0	-0.6	36	-6	-0.9
C=C1CC2C3CC[C@@]4(OCOC45COCO5)[C@@]3(C)C(O)CC2[C@@]2(C)CCC(=O)C=C12 (stereo not given in full)	4	97	2	-22	-4	6.8	1	0	-0.8
NC(=O)N/N=C/c1ccc(N2CCOCC2)s1	6	96	2	-8	-7	-4.9	-1	3	-3.5

# Overlap with the part before: three entries, followed by the next part.
Molecule	SUMO HTRF inh	MEKK3 PB1 HTS	IDE cell activ	FID counter	NS3 helicase inh	VIM-2 inhibitor	PHOSPHO1 inh	p-CIP stab down	IMP-1 inhibitor
CC(=O)N1CCN(S(=O)(=O)c2cccc(C(=O)Nc3ccc(C)cn3)c2)CC1	-4	98	4	-7	0	-0.6	36	-6	-0.9
C=C1CC2C3CC[C@@]4(OCOC45COCO5)[C@@]3(C)C(O)CC2[C@@]2(C)CCC(=O)C=C12 (stereo not given in full)	4	97	2	-22	-4	6.8	1	0	-0.8
NC(=O)N/N=C/c1ccc(N2CCOCC2)s1	6	96	2	-8	-7	-4.9	-1	3	-3.5
O=C(Cc1ccccc1[N+](=O)[O-])Nc1nccs1	-20	97	3	-1	7	-0.3	-25	6	-2.5
CCc1nnc(NC(=O)CCC(=O)N2CCC(Cc3ccccc3)CC2)s1	0	100	1	-60	1	-2.1	23	-2	-5.1
CCn1c(N)c(C(=O)Nc2ccccc2C(=O)OC)sc1=S	-10	103	-2	3	-1	-1.8	53	7	-1.5
CCOC(=O)Cc1csc(NC(=O)C(NC(=O)C2CCCCC2)C(C)C)n1 (stereo not given)	2	99	-1	-19	3	-0.9	-5	-7	-1.3
O=c1cc(-c2ccc([N+](=O)[O-])cc2)c2cc3c(cc2[nH]1)OCCO3	0	115	0	13	-9	2.9	16	2	-0.3
Cc1cc(=O)[nH]c(SCC(=O)N2CCCc3ccccc32)n1	-6	104	5	-8	-4	0.5	9	-7	-2.6
CCOC(=O)c1c(OCC)[nH]c2ccc(O)cc12	11	93	-3	-3	-5	-1.4	4	3	-1.6
COCCN(Cc1cc2cc3c(cc2nc1Cl)OCO3)C(=O)Nc1ccc(F)cc1	-6	107	0	-16	-4	-3.3	-7	6	-1.6
Cc1cccc(C(=O)OCN2C(=O)c3ccccc3C2=O)c1[N+](=O)[O-]	-1	106	4	-15	1	-1.0	23	-2	-2.5
COc1ccc(NC(=O)CC2C(=O)N(C)C(=S)N2CCc2ccccc2)cc1 (stereo not given)	-8	106	3	-13	-5	0.8	-5	-1	-0.5
Cc1ccc(NC(=O)C(OC(=O)c2ccc(NC(N)=O)cc2)c2ccccc2)cc1Cl (stereo not given)	-18	98	1	-1	-2	-1.1	9	-3	-3.3
COc1ccc(-c2c(NCCc3ccccc3)c(=O)c2=O)cc1	11	99	0	-3	1	-2.4	35	-5	-1.2
O=C(CSc1ccc2nnc(-c3ccc(F)cc3)n2n1)N1CCOCC1	/	109	-4	-8	-9	-0.6	/	/	-1.8
CC1CCCN(c2nc(N(C)c3ccccc3)nc(N)c2[N+](=O)[O-])C1 (stereo not given)	-8	107	-5	-23	1	-4.5	37	-6	-2.6
O=c1oc2ccccc2n1CCCCCn1c(=O)oc2ccccc21	10	103	2	-16	20	-1.0	7	1	1.0
CC(C)Oc1ccccc1/C=N/NC(=O)c1ccc(F)cc1	16	87	3	-2	-1	-7.3	-19	-18	-0.8
O=C(N/N=C/c1cccnc1)c1ccccc1OCc1cccc(Br)c1	28	93	-12	-11	-2	0.5	-10	-14	-3.5
COc1ccc(OC)c(-c2nc(C(N)=O)c3[nH]c(=O)n(-c4ccc(F)cc4)c3n2)c1	28	107	-1	-4	-2	1.5	13	-22	-4.8
O=S(=O)(Nc1ccc(Oc2ncccn2)c(Cl)c1)c1ccc(F)cc1	-8	/	2	-7	-4	-0.4	13	-2	0.5
CC(C)C(NC(=O)CSc1ccc(Cl)cc1)C(C)C	0	98	-4	-24	9	-3.6	0	0	-4.7
CSc1ccccc1NC(=O)C1=COCCO1	0	99	5	-5	3	0.1	8	-8	-1.8

# Five structures from above, ordered by length of the SMILES, largest number first:
Molecule	SUMO HTRF inh	MEKK3 PB1 HTS	IDE cell activ	FID counter	NS3 helicase inh	VIM-2 inhibitor	PHOSPHO1 inh	p-CIP stab down	IMP-1 inhibitor
CS(=O)(=O)Nc1ccc(C(=O)Nc2ccc(S(=O)(=O)N3CCCC3)cc2)cc1	9	102	0	-6	6	-3.0	-8	1	-0.8
COc1ccccc1-c1cc(C(=O)N2CCN(c3ccccc3OC)CC2)no1	14	102	8	-9	-1	-2.4	10	-3	-0.8
CC(=O)c1ccc(OCC(O)CN(C)CCOc2ccc(Br)cc2)cc1 (stereo not given)	2	103	-1	8	-18	-2.1	17	-3	0.6
CSc1nc(C)c(CCOCc2ccccc2)c(=O)[nH]1	-8	114	-1	-8	2	-1.9	7	-8	-1.7
O=S(=O)(NCCn1cccc1)c1ccc2ccccc2c1	5	110	-1	-16	-4	0.8	42	-13	-0.5

# Among those listed so far, these contain a thiophene ring, fused or not.
Molecule	SUMO HTRF inh	MEKK3 PB1 HTS	IDE cell activ	FID counter	NS3 helicase inh	VIM-2 inhibitor	PHOSPHO1 inh	p-CIP stab down	IMP-1 inhibitor
Cc1ccc(N(CC(=O)N2CCc3ccccc32)S(=O)(=O)c2cccs2)cc1	2	103	0	-6	-2	-0.7	-7	-2	-1.1
O=C(CN1CCN(Cc2ccccc2)CC1)N/N=C/c1cccs1	-7	101	3	2	3	-3.7	3	-18	-2.6
NC(=O)N/N=C/c1ccc(N2CCOCC2)s1	6	96	2	-8	-7	-4.9	-1	3	-3.5

# Screens from PubChem.
